Screening results deposited in PubChem by several laboratories.
Granule exo inh = LAMP-1 surface exposure blockers, TALL-104 cells – cell-based, flow cytometry, MLPCN library, primary screen | TALL-104 LAMP-1 surface exposure; cells stimulated with thapsigargin and PMA | inhibition, % at 10 µM | 360,000 compounds, 0.66% hits;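 active = inhibition above about 55%, limit read from the data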
aDG glyco up = activators of alpha-DG glycosylation, primary screen, uHTS, Pro5-aDG cells, AlphaScreen | 360,000 compounds, 0.22% hits | activation, % at 10 µM | alpha-DG glycosylation AlphaScreen (IIH6); 0% Pro5, 100% B10-LARGE cell signal;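 active = activation of at least 8% versus controls, or a plate z-score of at least 8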;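 also: Pro5 are CHO cells carrying HIG-tagged alpha-DG that lacks glycosylation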
m5-HT2A agonist = mouse Htr2a agonists via beta-arrestin recruitment, primary screen, cell-based, luminescence; CHO-K1 mHTR2A beta-arrestin complementation; percent of 30 µM serotonin response; 5-hydroxytryptamine receptor 2A (Mus musculus), P35363; AID 624169, 2012; activation, % at 7.6 µM; 360,000 compounds, 0.66% hits;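 active = activation above a run cutoff, the mean activation of all tested compounds plus 3 SD, cut at about 14% in these data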;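 also: 0% = plate median of compound wells and 100% = 30 µM serotonin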
Glyco luc inh = increase of ERlucT glycosylation luciferase signal, primary screen, N-linked glycosylation inhibitor project, D54 ERlucT cells, luminescence, set 2; D54 ERlucT glycosylation luciferase reporter, 24 h; percent of 100 nM tunicamycin response; reporter increase, % at 12.5 µM; 360,000 compounds, 0.23% hits; AID 588692, 2011;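 active = mean luciferase reporter signal, scaled so untreated is 0 and the glycosylation-blocking control 100, at or above a set limit in every replicate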;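 also: luciferase carries N-glycosylation sites so blocking glycosylation raises the light; 0% = median of neutral control wells and 100% = median of 100 nM tunicamycin wells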
Vif imaging = HIV Vif self-association inhibitors, primary screen, imaging, HEK293T, single point | HEK293T cells, Vif self-association by quenched fluorescence, 24 h | 340,000 compounds, 0.35% hits | inhibition, % at 7.49 µM; in the data active = inhibition above about 50%, passing the limit was not always enough; also: some results filed as inactive read as strong as hits
CaV13 ICDI inh = Disruptors of the CACNA1D IQ motif to Ca2+-dependent inactivation inhibitor domain association, primary screening, Förster resonance energy transfer in intact living …; HEK cells, CFP/YFP FRET ICDI-IQ, plate reader, 10 min; percent FRET-ratio fall versus neutral wells; inhibition, % at 12.3 µM; 340,000 compounds, 0.098% hits; AID 743397;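 active = mean replicate inhibition of at least 30% and at least 1% of replicates passing that level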;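 also: 0% = median of the neutral control wells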
PDI inh = inhibitors of human PDI, primary screen, biochemical, turbidity, single point, plate reader; Protein disulfide-isomerase (Homo sapiens), P07237; PDI insulin aggregation turbidity, A650, 90 min; inhibition, % at 10 µM; 350,000 compounds, 0.052% hits;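 active = mean inhibition across replicates of 30% or more, whatever share of single replicates reach that level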;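 also: absorbance from insulin aggregation driven by PDI reduction with DTT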
Cardio protect = cardioprotection against H2O2-induced cell death, primary screen, uHTS, H9c2 cells, ATPLite luminescence; H9c2 cardiomyocytes, H2O2 injury protection, 2 h; protection from H2O2 cell death, % at 20 µM; 360,000 compounds, 0.63% hits; AID 588492, 2011;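 active = compounds giving at least 50% protection of heart cells from peroxide-induced death in the single-dose screen, raw or plate-pattern-corrected value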;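 also: 0% = DMSO wells with peroxide and 100% = DMSO wells without peroxide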
iPSC survival up = enhancers of single-cell hiPSC survival, primary screen, ATPlite luminescence | survival enhancement, % at 20 µM | 360,000 compounds, 0.044% hits | 100% = ROCK inhibitor wells, 0% = DMSO; in the data active = survival enhancement above about 18%;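 also: cells exposed to compounds for 16 hours before the ATP read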
ABCB6 inh MLPCN = ABCB6 transporter inhibitors, primary screen, K562-ABCB6 cells, flow cytometry, MLPCN library. ATP-binding cassette sub-family B member 6 (Homo sapiens), Q9NP58. 360,000 compounds, 0.19% hits. fluorescence ratio to DMSO, % at 10 µM. AID 602162, 2011. K562-ABCB6 porphyrin accumulation, 1 h; active compounds read low;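 active = fluorescence ratio to DMSO below 75%, the collection mean minus 3 SD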;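 also: signal is porphyrin accumulated inside mitochondria; 100% equals median channel fluorescence of DMSO control wells; lower ratio means ABCB6 inhibition with less porphyrin fluorescence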
Target sequence (Q9NP58 whole entry, looked up): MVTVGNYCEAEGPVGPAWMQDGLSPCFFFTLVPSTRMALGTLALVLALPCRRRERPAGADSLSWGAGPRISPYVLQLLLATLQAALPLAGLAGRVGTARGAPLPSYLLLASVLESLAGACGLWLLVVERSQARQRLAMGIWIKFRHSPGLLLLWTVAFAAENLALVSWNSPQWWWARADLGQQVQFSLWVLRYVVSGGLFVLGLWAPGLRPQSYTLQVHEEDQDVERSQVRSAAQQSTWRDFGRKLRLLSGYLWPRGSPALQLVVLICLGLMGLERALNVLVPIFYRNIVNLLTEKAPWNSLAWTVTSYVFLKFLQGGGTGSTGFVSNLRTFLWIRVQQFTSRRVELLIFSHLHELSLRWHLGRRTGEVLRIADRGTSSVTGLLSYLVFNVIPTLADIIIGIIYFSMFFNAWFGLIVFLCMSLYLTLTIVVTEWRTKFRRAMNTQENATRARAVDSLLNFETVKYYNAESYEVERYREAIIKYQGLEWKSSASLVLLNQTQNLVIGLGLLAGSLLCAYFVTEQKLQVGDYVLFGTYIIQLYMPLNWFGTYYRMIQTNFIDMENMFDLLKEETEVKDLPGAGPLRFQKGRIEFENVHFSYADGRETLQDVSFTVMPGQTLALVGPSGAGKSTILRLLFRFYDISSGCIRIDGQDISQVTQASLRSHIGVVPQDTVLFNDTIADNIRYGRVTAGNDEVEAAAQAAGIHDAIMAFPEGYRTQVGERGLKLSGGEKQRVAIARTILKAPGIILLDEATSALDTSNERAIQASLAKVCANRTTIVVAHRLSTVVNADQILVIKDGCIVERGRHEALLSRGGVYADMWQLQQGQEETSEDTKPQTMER
Starred values were filed as active, the others as inactive; · = not tested or not shown.

SMILES | Granule exo inh | aDG glyco up | m5-HT2A agonist | Glyco luc inh | Vif imaging | CaV13 ICDI inh | PDI inh | Cardio protect | iPSC survival up | ABCB6 inh MLPCN
COc1ccc2oc(=O)cc(-c3cc4ccccc4o3)c2c1 | 6 | -0.3 | 0 | -4 | 2 | -4 | 0 | 0 | -0.4 | 97
Oc1ccc(NCc2ccc(OCc3ccccc3)cc2)cc1 | 12 | 1.7 | 2 | 16 | 22 | -20 | -5 | -9 | -0.7 | 92
COc1cccc(OCC(=O)NNC(=O)C(=O)Nc2ccc(OC)cc2OC)c1 | 6 | 0.3 | 0 | -2 | 8 | · | -2 | 2 | 0.5 | 99
S=C(Nc1cc(Cl)cc(Cl)c1)N1CCN(c2ccccn2)CC1 | -2 | 0.0 | 5 | 2 | -7 | -6 | -5 | -2 | -0.1 | 99
COc1cccc(Nc2nnc(SCn3nnc4ccccc4c3=O)s2)c1 | -1 | -0.2 | 0 | -3 | 6 | · | -7 | 11 | 0.1 | 86
O=C(Nc1ccncc1)c1cc2ccccc2o1 | -2 | 0.2 | -3 | 4 | 0 | -7 | 13 | -13 | -3.0 | 96
Cc1ccccc1NC(=O)c1ccc(-n2cncn2)nc1 | -1 | -0.4 | -1 | 0 | 8 | -5 | 0 | 1 | 0.7 | 96
CCOC(=O)N1CCC(n2c(SCC(=O)N3CCCC3)nc3ccccc3c2=O)CC1 | -2 | 0.4 | 1 | -3 | -3 | -6 | 1 | 6 | -0.4 | 94
COc1ccc2c(c1C)CCC(C)(C#N)C2=O (centres undefined) | -3 | 0.2 | 11 | -1 | -7 | -11 | 5 | -1 | -0.5 | 92
COc1ccc(N(CC(=O)Nc2cccc(C(F)(F)F)c2)S(C)(=O)=O)cc1 | 2 | -0.1 | -5 | -2 | 3 | -3 | -5 | -8 | 5.1 | 102
CC(C)CN=Cc1c(O)c([N+](=O)[O-])cc2oc3c(c12)CCCC3 | 95* | 0.5 | -21 | 0 | -3 | -3 | -9 | 95* | 0.0 | 124
C=CCn1c(COc2ccc(F)cc2)nnc1SCC(=O)NC1CCS(=O)(=O)C1 (centres undefined) | 1 | -0.2 | -10 | 3 | -1 | -6 | 5 | -3 | 0.9 | 71*
CC(=O)Nc1ccc(NCc2ccc(-c3ccccc3)cc2)cc1 | -1 | 0.1 | 0 | -2 | -4 | -2 | 14 | 4 | -0.2 | 99
CN(C)C(=O)c1cc(C(=O)Cc2ccccc2)c[nH]1 | 11 | 0.1 | -4 | 4 | -4 | -4 | -7 | -2 | -0.5 | 98
O=C(CCCC(=O)c1ccccc1)NCCc1ccccc1F | 2 | 0.0 | -2 | -1 | 6 | -4 | 10 | 0 | -0.5 | 100
Nc1nonc1C(=O)NCCNC(=O)c1ccccc1F | -2 | -0.2 | 1 | 2 | 7 | -5 | -12 | 12 | -0.6 | 97
COC(=O)C1CCN(c2ccc([N+](=O)[O-])cc2)CC1 | -2 | -0.2 | 8 | 1 | 1 | -9 | 15 | 7 | 0.6 | 99
CC(C)Sc1nc2c(c(=O)[nH]c(=O)n2C)n1Cc1ccccc1 | 20 | 0.1 | 1 | -2 | 18 | -5 | 1 | -1 | 2.1 | 102
Cc1ccc(NC(=O)CNC(=O)c2ccco2)c(Cl)c1 | -4 | 0.0 | 6 | 1 | 1 | -3 | -2 | 1 | -0.7 | 97
COC(=O)c1cc(S(=O)(=O)NCc2ccc(Br)cc2)c[nH]1 | 2 | 0.4 | 3 | 0 | -5 | -6 | -5 | 1 | 0.5 | 91
Fc1ccc(-c2cc3nc4c(c(N5CCOCC5)n3n2)CCCC4)cc1 | 3 | 0.1 | 0 | -5 | 1 | -9 | -4 | 29 | -0.8 | 94
Cc1ccccc1NC(=O)/C(=C/c1cccs1)NC(=O)c1ccco1 | -1 | 0.1 | 3 | -1 | -1 | -3 | -8 | 4 | 1.2 | 107
CCOC(=O)Cc1csc(NC(=O)CSc2nc(C)cc(C)n2)n1 | 0 | 0.1 | 5 | 1 | 3 | -5 | 6 | -7 | -3.1 | 92
Cc1ccn2c(CNCCCn3cccn3)c(C(=O)N3CCCCCC3)nc2c1 | 1 | -0.1 | -6 | 0 | -6 | -11 | -2 | 6 | -0.7 | 98
COc1ccc([N+](=O)[O-])cc1N(CC(O)CN(CC(C)C)CC(C)C)S(=O)(=O)c1ccc(C)cc1 (centres undefined) | 53 | 0.0 | -7 | -10 | 10 | -5 | -5 | -6 | 0.0 | 94
Cc1ccc(S(=O)(=O)N(C)CC(=O)N2CCc3ccccc32)cc1 | -2 | -0.1 | 2 | -1 | 10 | -5 | -8 | 0 | 5.9 | 93
CC1=C(C(=O)OC(C)C)C(c2ccsc2)NC(=O)N1C (centres undefined) | 3 | -0.2 | 4 | 3 | -7 | -4 | 6 | 0 | -1.6 | 84
COc1ccccc1Nc1ncnc2ccccc12 | -4 | 0.1 | 4 | -1 | -1 | · | -3 | -3 | -1.2 | 100
CCOC(=O)c1ccc(NC(=O)CN2CCN(C(=O)C3CCCO3)CC2)cc1 (centres undefined) | -34 | 0.8 | -3 | 0 | -4 | -5 | 1 | -1 | -0.2 | 96
CC1(C)CCC[C@@]2(C)CC=C(C(=O)O)[C@@H]3C[C@]312 | -4 | 0.1 | -2 | -1 | 6 | · | · | 1 | 0.9 | 94
CCc1cc2ccc(C)c(C)c2nc1SCC(=O)NNC(=O)c1ccco1 | 26 | 0.1 | -5 | -2 | 7 | -2 | -8 | 5 | 1.0 | 96
O=C(CCN1C(=O)/C(=C/c2ccccc2F)SC1=S)Nc1cccnc1 | 2 | -0.2 | 5 | -2 | 13 | -5 | 10 | -12 | 0.0 | 97
COc1ccc([C@@H]2C[C@@H](c3ccccc3)Oc3cc(OC)cc(OC)c32)cc1 | -3 | 0.2 | -5 | -2 | 10 | -6 | 4 | -8 | 4.2 | 100
CCOC(=O)Nc1cc(OC)cc2ccc(C)nc12 | 1 | -0.1 | -1 | 0 | -2 | -10 | -25 | 11 | 0.0 | 101
COc1ccc(NC(=O)CCN(c2ccc(OC)cc2)S(=O)(=O)c2ccc(C)c(C)c2)cc1 | 2 | 0.3 | 8 | -2 | 3 | -16 | -3 | -9 | -2.1 | 93
CC(C)[C@H](NC(=O)NCc1ccc(Cl)cc1)C(=O)O | -2 | -0.3 | 1 | -1 | -6 | -6 | 0 | 1 | 1.5 | 106
COC(=O)C1=CO[C@@H](O[C@@H]2O[C@H](CO)[C@@H](O)[C@H](O)[C@H]2O)[C@H]2[C@@H]1C(=O)C[C@@H]2C | -7 | -0.1 | -2 | 0 | -2 | -11 | -3 | 0 | -1.1 | 98
CCN(CC)S(=O)(=O)c1cccc(-c2n[nH]c(=S)n2/N=C/c2ccc(OC)cc2)c1 | -3 | 0.0 | -5 | 2 | 5 | -16 | -7 | 0 | 2.6 | 103
Cc1ccc(NS(=O)(=O)c2cccc(C(=O)Nc3cccnc3)c2)c(C)c1 | 9 | 0.4 | 0 | -1 | -28 | -7 | -16 | -4 | 0.1 | 96
O=C(Nc1cccc(-c2cccc(F)c2)c1)C1CCN(C2CCC2)CC1 | 11 | 3.1 | 0 | -4 | 8 | -7 | -5 | 2 | -0.6 | 102
CC(C)Cc1ccc(/C=C/C(=O)N2CCCCC2)cc1 | 1 | -0.1 | -1 | 0 | -3 | · | -4 | -3 | -0.7 | 98
Cc1ccc(S(=O)(=O)Nc2cccc(C(=O)NCC(c3ccco3)N3CCCC3)c2)cc1F (centres undefined) | -2 | 0.0 | -3 | -2 | 6 | -6 | 1 | 3 | 0.1 | 97
O=C(c1ccc(NC2=NC3CS(=O)(=O)CC3S2)cc1)N1CCN(c2ccccc2)CC1 (centres undefined) | 0 | -0.1 | -5 | 1 | -1 | -6 | · | 4 | 1.6 | 96
CCOC(=O)/C(C#N)=C/c1ccc(OC)c(OC)c1 | -1 | -0.2 | 1 | 0 | 5 | -4 | 9 | 2 | -1.0 | 91
Cc1ccc(Cl)cc1Nc1nc(N2CCOCC2)nc(N2CCOCC2)n1 | 0 | -0.4 | 1 | -5 | -14 | -2 | -9 | 6 | 0.2 | 100
CCNC(=S)N1CC(C)OC(C)C1 (centres undefined) | -2 | 0.0 | -8 | -4 | -2 | -4 | 0 | 1 | 2.8 | 101
OCCNc1ncnc2c1ncn2[C@H]1CN(Cc2ccc3c(c2)OCO3)C[C@@H](CO)O1 | -4 | 0.1 | -2 | 1 | -4 | 10 | 4 | 9 | -0.9 | 101
Cn1c(=O)c(C#N)c(-c2ccc(F)cc2)c2cc(C(=O)c3cc(Cl)cc(Cl)c3O)cnc21 | 10 | -0.1 | -4 | -1 | -14 | -5 | 2 | -15 | 0.2 | 98
Clc1cccc(Cl)c1/C=C/c1nc2ccccc2[nH]1 | 5 | 0.4 | -9 | -8 | -8 | · | -8 | -17 | -2.8 | 96
CCN(c1ccccc1)S(=O)(=O)c1ccc(Cl)c(C(=O)NCC2CCCO2)c1 (centres undefined) | -2 | -0.2 | 4 | 0 | 5 | -3 | 22 | 5 | 0.0 | 92
Cc1ccc2c(c1)nnn2C1CCN(S(=O)(=O)c2ccc3ccccc3c2)CC1 | -5 | 0.0 | -7 | -4 | · | -10 | 1 | 3 | 1.7 | 82
Cn1cc(S(=O)(=O)c2ccccc2)c(=O)c2cc(Cl)ccc21 | -15 | -0.1 | 2 | 1 | 13 | -6 | 0 | 5 | 0.9 | 100
COC(=O)[C@H](C(C)C)N(Cc1ccccc1)S(=O)(=O)CCN1CCN(c2ccccc2)CC1 | 1 | -0.4 | -6 | -3 | · | -3 | -1 | -14 | -1.2 | 104
Cc1ccc(N(C(C)C(=O)NCc2ccncc2)S(C)(=O)=O)cc1C (centres undefined) | -2 | -0.1 | 7 | 0 | · | -4 | -7 | -4 | 0.4 | 95
C/C(CC(=O)Nc1cccnc1)=N\NC(=O)C(C)Oc1ccc(Cl)cc1Cl (centres undefined) | -6 | 0.0 | 3 | -3 | -6 | -19 | 5 | 4 | 0.6 | 101
CCCCCCCCN1C(=O)[C@H](CC(=O)NCCC(C)C)C[C@@]2(C(=O)OCC)CCCC=C12 | 3 | -0.1 | -1 | · | · | -3 | · | · | -0.1 | 96

Random draw from the library. Share with any hit: about 3.1%.
